MCF10A rereplic: A quantitative high throughput screen for small molecules that induce DNA re-replication in MCF 10a normal breast cells. MCF 10A DNA re-replication, Hoechst nuclear intensity, 48 h. 350,000 tested, 2.9% active. Potency, µM (doses to about 46.1 µM), without a hit: at the highest dose activity, positive = re-replication, usual class: activators. AID 624296, 2012; also: potency is read from the fitted curve at half-maximal effect; % of control where 0% means no effect; nearly all actives have a fitted effect of over 50% in size
HepG2 tox: qHTS for Inhibitors of TGF-b: Cytotox Counterscreen | HepG2 CAGA-GFP viability, ATP luminescence, 18 h | Potency, µM (titrated, usually from 46.1 µM), for inactives: top-dose activity change, negative = cytotoxicity, usual class: cytotoxic | 410,000 tested, 0.76% active; also: potency is read from the fitted curve at half-maximal effect; some results filed as inactive show a strong effect at the top dose
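HepG2 CAGA-GFP cells (1000/well, DMEM with 1% FBS) received compound, then TGF-beta at 500 pg/mL final, and were incubated 18 hours at 37 degrees C. Viability was read by CellTiter-Glo luminescence. Media-only wells were set as complete cell-killing and DMSO as no toxicity.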
KB-3-1 tox: qHTS assay for MDR1-selective chemotherapeutics: Primary screen using the parental adenocarcinoma cell KB-3-1 | 400,000 tested, 1.4% active | AID 1347075, 2019 | KB-3-1 viability, CellTiter-Glo ATP luminescence, 72 h | Potency, µM (titrated, usually from 46.1 µM), for the others: at the highest dose activity change, negative = cytotoxic, hits mostly cytotoxic; also: potency is read from the fitted curve at half-maximal effect; % is scaled to controls: 0 for no effect and ±100 for the full control effect; nearly all actives have a fitted effect of over 60% in size
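72 h, 37 °C compound treatment of KB-3-1 parental cells; CellTiter-Glo added, 10 min, luminescence read. Data corrected against DMSO-only plates and normalized before curve fitting.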
IL-1B inflam inh: qHTS for Inhibitors of Inflammasome Signaling: IL-1-beta AlphaLISA Primary Screen. 360,000 tested, 4.7% active. THP-1 LPS/ATP IL-1B secretion, AlphaLISA, 16 h; hits give low values. AID 743279, 2014. activity change, % at 57.5 µM; in the data active = activity change below about -50%; inconclusive = mostly about -30% to -49%; also: % is scaled to controls: 0 for no effect and ±100 for the full control effect
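Secreted IL-1B measured by AlphaLISA bead assay after 16 h compound exposure of THP-1 cells; compounds (final up to 57.5 uM) added 1 h before LPS (250 ng/mL) and ATP (1.25 mM) stimulation; lower signal means less secretion.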
ATXN2 expr inh: Primary qHTS for Inhibitors of ATXN expression; HEK-293 ATXN2-luciferase reporter, luminescence, 24 h; Potency, µM (top dose mostly 57 µM), for the others: at the highest dose activity change, negative = inhibition, usual class: inhibitors; 360,000 tested, 0.72% active; AID 1745845, 2022; also: potency is read from the fitted curve at half-maximal effect; % is scaled to controls: 0 for no effect and ±100 for the full control effect; nearly all actives have a fitted effect of over 55% in size
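qHTS (up to 57 uM final) was run with 24 h compound exposure of reporter cells at 37 °C. Each well was multiplexed: SteadyGlo luminescence measured ATXN2-luciferase expression after a fluorogenic Gly-Phe-AFC viability readout (25 uM final).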
HT1080-NT tox: qHTS for induction of synthetic lethality in tumor cells producing 2HG: qHTS for the HT-1080-NT fibrosarcoma cell line; HT-1080-NT fibrosarcoma viability, CellTiter-Glo ATP luminescence, 48 h; Potency, µM (highest dose often 46.1 µM), for inactives: at the highest dose activity, negative = less viability, actives largely listed as cytotoxic; 360,000 tested, 1.6% active; AID 686970, 2013;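 also: NT is the 2HG producing partner of a matched IDH1 knockdown line; potency is read from the fitted curve at half-maximal effect; 0% = DMSO-treated cells and -100% = media-only wells without cells; nearly all actives have a fitted effect of over 55% in size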
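Fibrosarcoma NT cells, 750 per well in 5% FBS RPMI, were exposed to compound for 48 hours. Viability: CellTiter-Glo luminescence.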
ATXN viability: Viability Counterscreen for Primary qHTS for Inhibitors of ATXN expression | 400,000 tested, 0.49% active | Potency, µM (top dose mostly 56.7 µM), actives largely listed as cytotoxic | S2 cells (HEK-293 line with an ATXN2-luciferase reporter) viability, CellTiter-Fluor protease fluorescence, 24 h; also: potency is read from the fitted curve at half-maximal effect; nearly all actives have a fitted effect of over 40% in size
HT1080 IDH1KD tx: qHTS for induction of synthetic lethality in tumor cells producing 2HG: qHTS for the HT-1080-IDH1KD cell line; HT-1080 IDH1 knockdown viability, ATP luminescence, 48 h; Potency, µM (doses to about 46.1 µM), for the others: at the top dose activity, negative = toxicity, actives largely listed as cytotoxic; 360,000 tested, 2% active; AID 686971, 2013;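 also: potency is read from the fitted curve at half-maximal effect; 0% = DMSO wells and -100% = cell-free medium wells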
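Cytotoxicity counter-line: IDH1KD HT-1080, 48 h, CellTiter-Glo. Curves classed by r2, magnitude and activity.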
SW480 rereplic: A quantitative high throughput screen for small molecules that induce DNA re-replication in SW480 colon adenocarcinoma cells; AID 624297, 2012; Potency, µM (titrated, usually from 46.1 µM), without a hit: at the highest dose re-replication activation, actives largely listed as activators; 340,000 tested, 1.8% active; SW480 DNA re-replication, Hoechst DNA content imaging, 48 h; also: potency is read from the fitted curve at half-maximal effect; % of control where 0% means no effect; nearly all actives have a fitted effect of over 55% in size
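Image-based read-out: total Hoechst fluorescence of nuclei (405 nm excitation, 500-530 nm emission), with hits raising the fraction of high-intensity nuclei. SW480 colon cells incubated 48 hr with compounds at 37 C.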
An asterisk follows results filed as active; i = inactive; ? = inconclusive; . = no result given; & = joins results of further samples; [ ] = dose if it differs, or a comment. Unless noted, calls follow the shape of the dose curve; as a rule, active = well fitted curve in the direction sought with a large enough effect; inconclusive = small, poorly fitted or top-dose-only effect, or another doubt; inactive = no such curve, though single readings can be large; an effect the other way counts as inactive or inconclusive.

Each structure is followed by: HT1080 IDH1KD tx | ATXN viability | HT1080-NT tox | MCF10A rereplic | ATXN2 expr inh | SW480 rereplic | HepG2 tox | IL-1B inflam inh | KB-3-1 tox
CCc1ccc(S(=O)(=O)c2c[nH]c3cc(OC)c(OC)cc3c2=O)cc1
 : . | i | . | . | -1.6% | . | -3.0% | . | 3.3%
COc1ccc(NC(=O)CNC(=O)CC23CC4CC(CC(C4)C2)C3)c(OC)c1
 : -6.4% | i | 7.9% | 11.6% | 0.5% | -1.8% | -10.5% | 12.7 | 16.0%
CCc1ccc(NC(=S)N2CCCCCCC2)cc1
 : -1.7% | i | -12.9% | -1.2% | 35.9% | -1.3% | 0.0% | -8.8 | -6.0%
CCCC(=O)Nc1ccc2c(c1)c1ccccc1n2CC
 : -27.7% | i | -20.6% | 20.6µM* | -15.8% | ? | -14.8% | -0.9 | ?
COc1ccccc1CNC(=O)COC(=O)COc1ccccc1Cc1ccccc1
 : 15.9% | i | 14.5% | -0.7% | -0.9% | -4.3% | -5.6% | -3.2 | -21.1%
C#CCCc1ccccc1/C=[N+](/C)[O-]
 : -0.8% | i | -5.7% | -8.8% | -7.4% | -4.1% | -93.9% | 48.7 | -16.3%
O=C(CSc1nc(C2CC2)nc2ccccc12)N1c2ccccc2Sc2ccc(C(F)(F)F)cc21
 : -9.8% | i | -3.4% | 24.2% | -10.6% | 11.3% | -15.8% | ? | ?
CC1(C(=O)Nc2cccc3ccccc23)CC1(Br)Br (configuration not stated)
 : -10.6% | . | -5.4% | 2.9% | -19.7% | -1.7% | -79.4% | 12.2 | 3.0%
CCCCN1CC(C)(C)[C@H](CC(=O)NC)C1=O
 : 3.4% | i | 17.7% | . | 6.7% | . | -0.9% | 12.1 | -11.1%
COc1cc(C(F)(F)F)nc2c(Br)c(C(C)(C)C)nn12
 : 8.5% | i | 15.2% | 21.7% | 9.7% | 0.7% | -23.4% | -3.0 | -1.6%
CCN1CCN(C(=O)C2CCN(S(=O)(=O)c3cccc4cccnc34)CC2)CC1
 : 0.1% | i | 3.7% | ? | 6.5% | -5.8% | 1.5% | -2.3 | 0.0%
Cn1c(Cc2ccccc2)nnc1SCC(=O)NCCc1ccccc1
 : -0.6% | i | 13.7% | 0.581µM* | -12.3% | -6.1% | -0.1% | -21.3 | -9.6%
COC(=O)C(C(=O)OC)c1ccccc1CNS(=O)(=O)c1ccc(C)cc1
 : 12.4% | . | -0.3% | . | . | . | . | 11.7 | -1.6%
O=C(OCn1ncc(Cl)c(Cl)c1=O)c1ccc(C(F)(F)F)cc1
 : ? | ? | ? | 6.51µM* | ? | 6.51µM* | 10µM* | -99.2* | 7.31µM*
OCc1cn(-c2ccccc2)nc1-c1ccc2c(c1)OCCO2
 : -14.6% | i | -7.1% | ? | 50.3%[activator] | 10.9%[9.22 µM] | -26.3% | -22.6 | -2.7%

Three compounds from above with just HT1080-NT tox, ATXN viability and MCF10A rereplic.
Molecule,HT1080-NT tox,ATXN viability,MCF10A rereplic
Cn1c(Cc2ccccc2)nnc1SCC(=O)NCCc1ccccc1,13.7%,i,0.581µM*
CCN1CCN(C(=O)C2CCN(S(=O)(=O)c3cccc4cccnc34)CC2)CC1,3.7%,i,?
CCCC(=O)Nc1ccc2c(c1)c1ccccc1n2CC,-20.6%,i,20.6µM*

(continued)
Each structure is followed by: HT1080 IDH1KD tx | ATXN viability | HT1080-NT tox | MCF10A rereplic | ATXN2 expr inh | SW480 rereplic | HepG2 tox | IL-1B inflam inh | KB-3-1 tox
COc1cccc(C(=O)Nc2ncc3c(n2)CC(C)CC3=O)c1 (configuration not stated)
 : 3.2% | i | 4.9% | -1.3% | 19.4% | -2.1% | -13.7% | 21.8 | 17.4%
COc1ccc(N(CC(=O)N/N=C/c2cccnc2)S(=O)(=O)c2ccccc2)c(OC)c1
 : 0.5% | i | 4.8% | -1.8% | 1.5% | -1.2% | 3.9% | 4.1 | 7.9%
CC1=NOC(=O)/C1=C\c1ccc(-c2ccc(Br)cc2)o1
 : ? | ? | ? | ? | 1.4%[11.3 µM] | ? | -81.5% | -98.8* | ?
Cc1ccc(/C(O)=C2/C(=O)C(=O)N(CC(=O)O)C2c2ccc([N+](=O)[O-])cc2)cc1 (configuration not stated)
 : 6.9% | i | 20.3% | 11.2% | 7.9% | -3.9% | -3.6% | -12.8 | 16.7%
O=C1CSC2(C(=O)N(Cc3cccc(C(F)(F)F)c3)c3ccccc32)N1c1ccc(F)c(F)c1 (configuration not stated)
 : . | i | . | . | -36.0% | . | -22.5% | . | ?
CCn1cnc2c(oc3ccccc32)c1=O
 : -1.3% | i | 12.5% | -32.7%[inhibitor] | 18.8% | -19.5%[1.84 µM] | -13.9% | -18.5 | 0.9%
O=C(CCCn1c(=S)[nH]c2ccsc2c1=O)NCc1ccco1
 : -0.1% | i | -17.6% | 8.5% | -3.6% | -1.9% | 0.0% | 0.0 | -3.8%
CC(C)(C)C(=O)NC(=C(Cl)Cl)P(=O)(O)O
 : 2.5% | i | 4.0% | -11.1% | -7.2% | -1.7% | 1.8% | 19.4 | 1.3%
COc1ccc(NC(=O)/C(C#N)=C\c2ccc(Br)o2)cc1
 : 1.1% | i | ? | -2.0% | . | 9.8% | 26.3% | -27.3 | 16.8%
Cc1ccccc1SCC(=O)OCC(=O)N1CC(=O)Nc2ccccc21
 : 6.2% | i | 14.9% | -1.0% | 1.6% | -1.7% | 13.5% | 30.2 | 0.9%
NC(=S)NNc1cc(Cl)cc(Cl)c1
 : -19.1% | i | -15.3% | -2.1% | -26.0% | 1.4% | 0.7% | -3.3 | -3.8%
CNC(=O)Nc1ccccc1F
 : -9.2% | i | 0.1% | ? | -9.6% | -3.9% | 2.5% | -3.3 | -12.5%
O=C(N/N=C/c1ccccn1)c1cc(C2CC2)nc2ccccc12
 : ? | i | ? | 9.3% | -26.4% | ? | -0.9% | -102.1* | -6.3%
Clc1ccc(-c2csc(-c3cccnc3)n2)s1
 : 12.4% | i | 28.6% | -0.6% | . | 15.5% | -31.1% | -4.0 | 7.8%
Cc1ccc(C)c(N2CCN(C(=O)CCCn3ncn4c(cc5occc54)c3=O)CC2)c1
 : -11.4% | i | -1.4% | 1.7% | ? | -3.8% | -10.9%&-34.7% | ? | -0.1%&0.0%
Cc1cccc(OC(=O)c2cccnc2)c1C
 : 12.2% | i | -0.9% | -6.5% | . | -3.7% | 1.0% | 6.6 | 4.8%
CCOc1ccc(S(=O)(=O)NCCC(=O)NCC(c2ccc(OC)cc2)N2CCCCC2)cc1 (configuration not stated)
 : -6.8% | i | -2.4% | -2.9% | -5.0% | 3.4% | -47.0% | -11.7 | 0.5%
CC(=O)Nc1ccc(S(=O)(=O)NNC(=O)COc2cc(C)ccc2C(C)C)cc1
 : -1.2% | i | 5.1% | -0.4% | 4.9% | -2.4% | 0.6% | 2.3 | -1.6%
CN(Cc1ccccc1)C(=O)CN1CCN(C(c2ccccc2)c2ccccc2)CC1
 : ? | i | ? | -4.6% | -12.6% | 4.6% | -3.8% | -62.2* | -0.1%
Cc1ccc(NC(=O)CCC(=O)NNC(=O)COc2cccc3ccccc23)c(C)c1
 : -19.2% | i | 5.0% | 79.9% | -0.1% | -1.6% | -40.1% | -18.9 | 0.4%
CSc1ccc(S(=O)(=O)Nc2ccccc2C(=O)N2CCOCC2)cc1
 : 9.0% | i | 7.3% | -4.2% | 5.4% | -3.2% | -6.4% | 16.9 | 26.4%
O=C(c1ccco1)N1CCN(C(=O)c2ccccc2OC(=O)C23CC4CC(CC(C4)C2)C3)CC1
 : ? | i | -9.9% | 3.2% | 1.0% | -0.2% | -1.7% | -5.4 | 6.9%
COc1cc(NC(=O)c2cccc3c2C(=O)N(Cc2cccnc2)C3)cc(OC)c1OC
 : 4.2% | i | -0.1% | 14.0% | -7.4% | 0.6% | -15.6% | -56.0* | -0.5%
O=C(Nc1cccc(S(=O)(=O)N2CCCCC2)c1)c1ccc2c(=O)n3c(nc2c1)CCCCC3
 : ? | ? | -18.7% | 23.8% | ? | -7.7% | 3.4% | -2.0 | 11.6µM*
CCOC(=O)c1ccc(NC(=O)CC2C(=O)N(c3ccccc3)C(=O)N2Cc2cccs2)cc1 (configuration not stated)
 : . | ? | . | . | -1.7% | . | -9.2% | . | -27.0%
CCCCCCCc1ccc(C2NC(=S)NC3=C2C(=O)c2ccccc23)cc1 (configuration not stated)
 : 3.3% | i | 3.4% | -1.8% | -21.5% | 1.1% | -5.5% | 9.3 | -6.4%
COc1cccc(NC(=O)Nc2ccc(CC(=O)O)cc2)c1
 : 0.1% | ? | -0.4% | 0.8% | -16.6% | 3.2% | -0.2% | -4.0 | 8.3%
S=C1NCCN1CC1CCN(CC2CCCC2)CC1
 : -4.5% | i | -3.5% | ? | 3.2% | 0.7% | -0.2% | -21.4 | 0.0%
Cc1cc(C)cc(NC(=O)CS(=O)(=O)c2cccc3nsnc23)c1
 : -0.6% | i | -0.7% | 17.5% | -0.6% | -22.9% | -1.4% | -8.3 | -1.5%
Cc1nc(-c2ccccn2)nc(N2CCOCC2)c1Cl
 : 9.0% | i | ? | 2.2% | -10.8% | -1.0% | -13.9% | 22.5 | 40.9%
CCc1ccc(C(=O)OCC(=O)NCCNC(=O)COC(=O)c2ccc(CC)cc2)cc1
 : -1.1% | i | -5.8% | 7.4% | 1.0% | -7.4% | -2.9% | 9.7 | -3.2%
CC1CCCN(C(=O)C(=O)c2cn(CC(=O)N3CCCCCC3)c3ccccc23)C1 (configuration not stated)
 : -3.6% | i | -3.5% | 3.2% | -5.4% | ? | -0.6% | -25.3 | 0.0%
